TPT1 inhibitor: blocks Candida albicans tRNA 2'-phosphotransferase; recombinant caTPT1, FP RNA substrate dephosphorylation; inhibition, % at 5 µM; actives 0.81% (n = 300,000); AID 1962;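 active = inhibition above the mean of all tested compounds plus 3 SD, set per screening campaign, cut at about 24% in these data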;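 note: plate controls were DMSO alone for no effect and ferristatin control at 100 nM for full effect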
LYPLA2 counter: counter-screen for PME1 inhibitors: inhibitors of human LYPLA2 | O95372 | recombinant LYPLA2, FP-Rh probe fluorescence polarization | inhibition, % at 5.9 µM | actives 0.38% (n = 320,000);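 active = inhibition above the screen-wide mean plus 3 SD, limit set per campaign, cut at about 26% in these data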;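 note: 0% = LYPLA2 with DMSO and 100% = wells lacking LYPLA2 enzyme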
Target sequence (O95372 whole entry, looked up): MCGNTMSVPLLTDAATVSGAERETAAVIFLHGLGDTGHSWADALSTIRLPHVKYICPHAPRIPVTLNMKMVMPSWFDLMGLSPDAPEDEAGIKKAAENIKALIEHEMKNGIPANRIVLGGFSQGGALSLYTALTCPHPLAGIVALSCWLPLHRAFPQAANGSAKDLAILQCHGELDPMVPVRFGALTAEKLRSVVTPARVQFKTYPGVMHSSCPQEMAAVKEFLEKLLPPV
Fh CTSL1 inh: cathepsin L1 inhibition, PFM18AAP counter-screen; recombinant F. hepatica cathepsin L1, Z-Leu-Arg-MCA fluorescence; inhibition, % at 5.96 µM; actives 0.49% (n = 300,000);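 active = inhibition above the mean of all tested compounds plus 3 SD, set per screening campaign, cut at about 17% in these data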;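 note: 0% = plate median of test compound wells and 100% = 1 µM Z-Phe-Ala-diazomethylketone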
PP5 inh: PP5 (human) phosphatase inhibition. P53041. purified PP5c, OMFP substrate fluorescence. inhibition, % at 6.7 µM. actives 0.18% (n = 320,000). AID 1987;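 active = inhibition above the campaign's mean inhibition across all tested compounds plus 3 SD, cut at about 9.5% in these data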;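 note: 0% = DMSO only and 100% = 100 µM cantharidin control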
Target sequence (P53041 whole entry, looked up): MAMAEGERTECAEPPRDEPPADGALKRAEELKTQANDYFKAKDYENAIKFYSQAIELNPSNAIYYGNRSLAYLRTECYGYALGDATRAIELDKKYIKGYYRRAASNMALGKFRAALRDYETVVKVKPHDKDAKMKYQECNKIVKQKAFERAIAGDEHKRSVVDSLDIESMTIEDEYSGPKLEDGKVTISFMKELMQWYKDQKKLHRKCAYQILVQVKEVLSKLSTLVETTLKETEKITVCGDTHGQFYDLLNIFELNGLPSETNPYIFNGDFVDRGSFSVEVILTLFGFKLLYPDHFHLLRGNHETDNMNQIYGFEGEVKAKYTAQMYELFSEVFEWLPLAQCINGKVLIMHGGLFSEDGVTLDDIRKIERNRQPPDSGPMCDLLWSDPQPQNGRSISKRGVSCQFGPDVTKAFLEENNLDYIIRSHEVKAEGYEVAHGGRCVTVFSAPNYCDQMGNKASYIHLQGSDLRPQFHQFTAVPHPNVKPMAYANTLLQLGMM
PP1 counter: blocks human PP1-alpha phosphatase, a PP5 counter-screen; actives 0.9% (n = 320,000); P62136; purified PP1alpha, OMFP fluorescence; AID 2235; inhibition, % at 6.7 µM;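 active = inhibition above the mean inhibition of all tested compounds plus 3 SD, computed separately for each screening campaign, cut at about 15% in these data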
Target sequence (P62136 whole entry, looked up): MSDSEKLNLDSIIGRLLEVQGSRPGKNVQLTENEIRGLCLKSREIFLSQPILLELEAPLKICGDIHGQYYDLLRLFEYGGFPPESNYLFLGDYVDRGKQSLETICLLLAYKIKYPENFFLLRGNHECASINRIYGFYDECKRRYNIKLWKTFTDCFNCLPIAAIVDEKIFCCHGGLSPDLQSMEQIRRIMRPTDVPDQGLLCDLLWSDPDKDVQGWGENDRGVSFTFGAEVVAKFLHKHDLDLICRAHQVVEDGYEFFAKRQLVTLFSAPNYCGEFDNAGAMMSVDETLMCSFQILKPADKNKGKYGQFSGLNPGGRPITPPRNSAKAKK
JMJD2C inh: blocks human GASC-1 demethylase activity; inhibition, % at 2.35 µM; Q9H3R0; GST-JMJD2C(1-420) H3K9me3 demethylation, DELFIA europium; actives 0.069% (n = 330,000);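 active = more than half of a compound's replicate wells show inhibition beyond 50%, single wells judged on their own value; inconclusive = some, but no more than half, of replicates pass 50% inhibition; inactive = no replicate passes 50% inhibition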;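 note: signal counts dimethyl H3K9 product captured on neutravidin plate; 0% = median of DMSO wells and 100% = 0.3 times that DMSO median; strong numbers were not always called active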
PREPL inh: inhibits the human prolyl oligopeptidase-like enzyme. recombinant PREPL, fluorescence polarization activity-based probe. inhibition, % at 5.96 µM. actives 0.68% (n = 320,000). AID 2751; in the data active = inhibition above about 43%;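 note: 0% = enzyme with DMSO and 100% = wells lacking enzyme; many of its hits are not listed in these tables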
Efflux pump inh: inhibitors of Candida antifungal efflux pumps expressed in yeast. S. cerevisiae Candida pump triplex, Nile Red efflux. inhibition, % at 10 µM. actives 0.44% (n = 330,000). AID 485275;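 active = plate passing quality check with inhibition over a set limit, or well fluorescence over plate mean plus 4 SD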;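 note: Nile Red retained in pooled yeast measured as flow cytometry median fluorescence; 0% = buffer negative control and 100% = Enniatin B positive control; higher means more Nile Red kept so more efflux inhibition; some compounds called inactive have numbers as strong as hits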
core dimer inh: blocks dimerization of HCV core protein | TR-FRET GST/Flag-core106 dimerization, 1536-well | inhibition, % at 5 µM | actives 0.33% (n = 300,000) | AID 1899;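 active = inhibition above the mean of all tested compounds plus 3 SD, set per screening campaign, cut at about 45% in these data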
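Material: Tagged HCV core106 pair (GST and Flag) | Amount: GST-core106 13.5 nM, Flag-core106 17 nM | Medium: KF-containing HEPES buffer, pH 7.45, DTT, CHAPS, BSA | Reagent: Eu donor and XL665 acceptor anti-tag antibodies | Schedule: 4 h at 22.5 °C | Technique: Time-resolved FRET, ex 340 nm, em 617 and 671 nm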
Numbers without * were called inactive; ? = inconclusive; / = not tested or not shown; & = joins results of further samples. This is a subset; the hit share may differ from the screen's.

Results follow in this order: TPT1 inhibitor	LYPLA2 counter	Fh CTSL1 inh	PP5 inh	PP1 counter	JMJD2C inh	PREPL inh	Efflux pump inh	core dimer inh
- COc1ccc(/C=C2/N=C(SC)NC2=O)cc1OC
 : 4	-1	-1	1.5	1	4	-3	0.1	-3
- Fc1ccc(N/N=C/c2cccnc2)c(F)c1
 : 1	0	3	1.0	-3	4	16	-0.1	-4
- Cc1ccc(NC2=NC3(CCCC3)N=C(N)N2)c(C)c1
 : 2	8	-2	0.1	1	-4	13	-0.2	-4
- Cc1[nH]c2ccccc2c1Cc1nnc(SCC(=O)NCc2ccco2)o1
 : 1	-5	2	-2.4	10	-6	-1	-0.2	3
- COc1ccccc1N1CCN(Cc2nc3ccsc3c(=O)[nH]2)CC1
 : -1	-6	1	-2.5	-3	11	9	0.0	3
- Cc1ccc(S(=O)(=O)NCCC(=O)NNC(=O)COc2ccc(Br)cc2)cc1C
 : /	-6	/	2.7	5	1	-4	-0.1	/
- O=C(Cn1nnc2c(cnn2-c2ccc(F)cc2)c1=O)Nc1ccccc1C(F)(F)F
 : -1	2	3	-3.2	-5	0	7	-0.1	-9
- COc1ccccc1CNC(=O)CSc1nc2c(oc3ccccc32)c(=O)n1CC1CCCO1 (stereo not given)
 : -5	-3	-1	-1.0	-4	1	3	0.0	0
- O=C(NCc1ccccc1)C1CCCN(C(=O)NCc2ccccc2)C1 (stereo not given)
 : 1	-4	-2	3.4	0	-2	-6	0.1	-3
- CCN(Cc1ccccc1)Cc1c(F)cccc1F
 : 1	4	1	4.6	2	17	11	-0.1	-4
- O=C(NCc1csc(-c2ccccc2)n1)c1ccco1
 : -4	23	0	0.9	-1	0	-9	0.0	3
- CCn1c(C(=O)N2CCC(C(=O)NCc3cccs3)CC2)cc2sccc21
 : -2	0	-7	1.0	1	-6	-1	0.1	-1
- Cc1nc2ccc(NC(=O)c3ccc(S(=O)(=O)N(C)c4ccccc4)cc3)cc2s1
 : -1	-31	-24	0.3	1	-2	-9	-1.8	2
- COc1ccc(NC(=O)c2nc[nH]c2C(=O)NCc2ccccc2)cc1
 : -3	-3	-1	2.9	-2	-6	1	0.1	0
- O=C(NNc1nc2cc3c(cc2s1)OCO3)c1cccc(F)c1
 : -1	6	-5	-0.7	1	1	12	0.0	0
- CCOc1ccc(NS(=O)(=O)c2ccc(C(=O)N3CCCCC3)cc2)cc1
 : -4	7	2	-0.9	-5	0	0	-0.5	-10
- N#CCC(=O)Nc1ccc(C(=O)OCC(=O)NC2CCCCCC2)cc1
 : /	2	/	0.8	-2	/	-2	0.0	/
- CCCCOc1ccc(NC(=O)Nc2nnc(C)s2)cc1
 : -1	1	1	3.3	9	4	9	-0.2	-1
- CN(C)C(CNC(=O)c1ccc(NC(=O)c2cccs2)cc1)c1ccccc1 (stereo not given)
 : 0	-4	-1	-1.3	-4	-3	-17	0.0	12
- CCCCSc1cnn(-c2ccccc2)c(=O)c1SCCCC
 : -4	1	-2	1.9	2	3	8	0.0	-3
- Cc1cccc(NC(=O)c2cc(NC(=O)c3ccco3)ccc2N2CCCCC2)c1
 : -1	1	1	0.9	-4	7&5	4	-0.2	9
- O=C(COC(=O)c1cc(S(=O)(=O)N2CCOCC2)ccc1F)c1ccc[nH]1
 : 1	-1	-6	2.4	-2	-7	10	0.1	5
- CC(=O)Nc1nc(-c2ccc3ccccc3c2)cs1
 : -3	-8	0	3.6	0	-4	-33	-0.1	9
- O=C(COc1ccc2ccccc2c1)N1CCCC1
 : -2	1	-1	-0.6	-1	?	5	0.0	1
- CCOC(=O)c1ccc(OCC2NCCc3cc(OC)c(OC)cc32)cc1 (stereo not given)
 : -4	-2	5	1.0	-3	18	2	-0.1	-9
- NC(=O)C(c1ccc(Cl)cc1)c1ccc(Sc2ccccc2)nn1 (stereo not given)
 : 0	6	-3	0.6	1	9	-4	0.0	0
- COCCNC(=O)CN1C(=O)COc2ccc(S(=O)(=O)N3CCCCCC3)cc21
 : 2	7	-5	2.4	1	16	16	0.3	3
- CCOC(=O)C1(CC2CCCCO2)CCN(Cc2nccn2-c2cccc(C)c2)CC1 (stereo not given)
 : -1	3	-5	0.2	2	6	3	0.0	-6
- CCOC(=O)C1=C(N2CCCCC2)c2cc3c(n2C1=O)CCCC3
 : 1	5	0	1.6	-1	5	12	0.1	3
- O=C1OC(c2ccc(Cl)cc2)=N/C1=C\c1cccnc1
 : 2	8	-1	0.9	-1	-1	-7	-0.1	-6

For reference, some entries already given.
Results follow in this order: TPT1 inhibitor	LYPLA2 counter	Fh CTSL1 inh	PP5 inh	PP1 counter	JMJD2C inh	PREPL inh	Efflux pump inh	core dimer inh
- COc1ccc(/C=C2/N=C(SC)NC2=O)cc1OC
 : 4	-1	-1	1.5	1	4	-3	0.1	-3
- Fc1ccc(N/N=C/c2cccnc2)c(F)c1
 : 1	0	3	1.0	-3	4	16	-0.1	-4
- Cc1ccc(NC2=NC3(CCCC3)N=C(N)N2)c(C)c1
 : 2	8	-2	0.1	1	-4	13	-0.2	-4
- Cc1[nH]c2ccccc2c1Cc1nnc(SCC(=O)NCc2ccco2)o1
 : 1	-5	2	-2.4	10	-6	-1	-0.2	3
- COc1ccccc1N1CCN(Cc2nc3ccsc3c(=O)[nH]2)CC1
 : -1	-6	1	-2.5	-3	11	9	0.0	3
- Cc1ccc(S(=O)(=O)NCCC(=O)NNC(=O)COc2ccc(Br)cc2)cc1C
 : /	-6	/	2.7	5	1	-4	-0.1	/
- O=C(Cn1nnc2c(cnn2-c2ccc(F)cc2)c1=O)Nc1ccccc1C(F)(F)F
 : -1	2	3	-3.2	-5	0	7	-0.1	-9
- COc1ccccc1CNC(=O)CSc1nc2c(oc3ccccc32)c(=O)n1CC1CCCO1 (stereo not given)
 : -5	-3	-1	-1.0	-4	1	3	0.0	0
- O=C(NCc1ccccc1)C1CCCN(C(=O)NCc2ccccc2)C1 (stereo not given)
 : 1	-4	-2	3.4	0	-2	-6	0.1	-3

Following part:
Results follow in this order: TPT1 inhibitor	LYPLA2 counter	Fh CTSL1 inh	PP5 inh	PP1 counter	JMJD2C inh	PREPL inh	Efflux pump inh	core dimer inh
- O=C(NC1CCCCC1)c1ccc(-c2ccccc2)cc1
 : -2	1	-1	1.7	-3	0	3	-0.1	-3
- CCn1c(Cc2cccc3ccccc23)nnc1SCC(=O)Nc1nccs1
 : 4	4	-1	1.9	1	0	-31	0.0	5
- CCOc1ccc(S(=O)(=O)N2CCC(C(=O)NCc3ccccc3CN3CCCC3)CC2)cc1
 : /	-3	/	-1.2	-1	-10	10	-0.1	/
- CCOc1cc(S(=O)(=O)n2ccc(C)n2)ccc1Br
 : 2	1	-4	4.4	3	-23	8	0.3	2
- CC(C)c1ccc(CNn2cnnc2)cc1
 : 1	1	3	-5.9	1	3	8	0.0	-10
- COc1ccc(C[C@H]2CN3C(=NC[C@H]3Cc3ccccc3)N2CCNC(=O)c2ccc(C)c(Br)c2)cc1
 : 1	-6	-1	1.1	19*	-14	-2	0.2	-15
- O=S(=O)(c1c(F)cccc1F)N1CCN(Cc2c(O)ccc3ccccc23)CC1
 : /	-3	/	-0.4	1	-7	7	-0.1	/
- O=C(CSc1nnc(SCc2ccc(Cl)cc2)s1)N/N=C/c1ccccc1C(=O)O
 : -1	-10	2	-0.9	1	-4	-20	0.1	15
- COC(=O)c1cc(S(=O)(=O)NCc2ccccc2)cn1C
 : 3	8	-2	3.5	0	-2	3	0.6	6
- COc1ccc(NCC(=O)n2c(C)c(C)c3ccccc32)cc1OC
 : 1	-2	-2	-0.2	-1	?	12	-0.1	2
- COc1ccc(N(CC(=O)NCc2ccccc2)S(C)(=O)=O)cc1
 : -5	-5	-1	-4.0	-3	-2	-4	-0.1	2
- Cc1ccc2nc3n(c(=O)c2c1)-c1cc(Cl)ccc1C(=O)NC3Cc1ccccc1 (stereo not given)
 : /	-11	/	0.0	1	-2	7	0.0	/
- N#Cc1cc2ccccc2nc1SCC(=O)Nc1ccc(S(=O)(=O)N2CCCC2)cc1
 : 14	-25	-1	2.5	0	-14&-3	6	0.1	8
- CCN(CC)C(=O)/C(=C/c1ccc(F)cc1)NC(C)=O
 : -3	6	4	-1.2	0	1	10	-0.1	-9
- Cc1cc(C)cc(OCC(=O)Nc2ccc(-n3cnnn3)cc2)c1
 : /	-1	/	2.9	2	/	16	-0.1	/
- CC1CCCCC1NC(=O)CCc1nc2sc3c(c2c(=O)[nH]1)CCCC3 (stereo not given)
 : 10	2	-2	-2.0	0	6	13	0.0	14
- CCCCNC(=S)N=Nc1c(O)n(Cc2ccccc2)c2ccccc12
 : -3	-5	2	0.7	-3	-33	-2	-15	9
- CCn1c(COc2ccc(Cl)c(C)c2)nnc1SCC(=O)N1CCCC1
 : -1	2	0	0.6	-3	3	11	0.0	6
- COC(=O)C1=C(C)Nc2nc3ccccc3n2C1c1ccccc1F (stereo not given)
 : -1	-5	2	-1.4	0	-8	-1	0.0	6
- CCNc1c(NS(=O)(=O)c2ccc(OC)cc2)c(=O)oc2ccccc12
 : 0	-5	-2	2.0	-3	-3	-2	0.0	4
- O=C(COC(=O)c1cc(=O)c2ccccc2o1)NCC1CCCCC1
 : 0	1	5	2.7	-4	-11	13	0.1	-1
- Cc1ccc2[nH]c(=O)c(CN(CCCO)S(=O)(=O)c3c(C)ccc4nsnc34)cc2c1
 : -1	-2	7	-1.8	-2	11&4	10	0.0	-3
- CC(C)N(Cc1ccccc1)C(=O)c1cccs1
 : -2	-3	-1	0.5	0	-1	0	0.1	-4
- COc1ccc(C2/C(=C(/O)c3ccccc3)C(=O)C(=O)N2c2ccccn2)cc1OC (stereo not given)
 : -4	-8	2	-1.0	-1	-22	4	-0.1	0
- CCCCN(Cc1ccccc1)S(=O)(=O)c1ccc2c(c1)n(C)c(=O)c(=O)n2C
 : -2	8	-3	0.7	-4	0	-5	0.1	4
- Cc1ccc(Nc2nc(-c3c(C)nc4ccccn34)cs2)cc1
 : -1	3	3	4.7	5	/	33	-0.1	-3
- O=C(Cn1cnc(S(=O)(=O)N2CCCC2)c1)Nc1ccccc1
 : -1	-1	-2	0.7	-1	5	-10	0.4	-1
- Cc1nc2nc(-c3ccccc3)cn2nc1C
 : 2	-8	7	1.9	-3	1	6	0.0	-2
- Nc1ccc(OCCCc2c(N)nc(N)nc2N)cc1
 : -5	10	2	1.6	7	3	52*	0.0	-3
- COC(=O)C(OC(=O)c1ccccc1)C(C)Br (stereo not given)
 : /	1	/	-0.1	-3	4	13	-0.1	/
- CC(C)(C)c1nnc(NS(C)(=O)=O)s1
 : -1	-4	-2	0.8	2	-18	8	0.1	-1
- Cc1ccc(CNC(=O)Nc2ccccc2)n1C
 : -4	-1	-1	0.5	-2	1	20	-0.2	-2
- C=CCn1c(-c2oc3nc(-c4ccccc4)cc(-c4ccccc4)c3c2N)n[nH]c1=S
 : -1	-6	3	-0.4	1	20	5	0.2	10
- Cc1csc(=O)n1CC(=O)OCC(=O)Nc1cc([N+](=O)[O-])ccc1Cl
 : -2	-2	0	1.9	-4	-9	7	0.1	-2
- CCc1cc2cc(C)ccc2nc1SCC(=O)NC1CCCC1
 : -5	4	13	1.8	2	29	7	-0.2	1
